Assay outcomes deposited in PubChem by several laboratories.
PLCg1 inh = inhibitors of human phospholipase C gamma1; P19174; purified PLC-gamma1, fluorogenic substrate, fluorescence; inhibition, % at 12.2 µM; 370,000 tested, 0.84% active; AID 720700; in the data active means inhibition above about 9.5%
Rev-erbA mod = Rev-erb alpha (human) modulation | Rev-erbα–FITC-DNA binding, fluorescence polarization, 90 min | activity, % at 10 µM | 370,000 tested, 0.79% active | AID 1259318;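 active means activity above about 14%, limit read from the data; passing the limit was not always enough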;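 further: 0% = DMSO wells with 35 nM protein and 100% = DMSO wells with 750 nM protein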
Target sequence (P20393 whole entry, looked up): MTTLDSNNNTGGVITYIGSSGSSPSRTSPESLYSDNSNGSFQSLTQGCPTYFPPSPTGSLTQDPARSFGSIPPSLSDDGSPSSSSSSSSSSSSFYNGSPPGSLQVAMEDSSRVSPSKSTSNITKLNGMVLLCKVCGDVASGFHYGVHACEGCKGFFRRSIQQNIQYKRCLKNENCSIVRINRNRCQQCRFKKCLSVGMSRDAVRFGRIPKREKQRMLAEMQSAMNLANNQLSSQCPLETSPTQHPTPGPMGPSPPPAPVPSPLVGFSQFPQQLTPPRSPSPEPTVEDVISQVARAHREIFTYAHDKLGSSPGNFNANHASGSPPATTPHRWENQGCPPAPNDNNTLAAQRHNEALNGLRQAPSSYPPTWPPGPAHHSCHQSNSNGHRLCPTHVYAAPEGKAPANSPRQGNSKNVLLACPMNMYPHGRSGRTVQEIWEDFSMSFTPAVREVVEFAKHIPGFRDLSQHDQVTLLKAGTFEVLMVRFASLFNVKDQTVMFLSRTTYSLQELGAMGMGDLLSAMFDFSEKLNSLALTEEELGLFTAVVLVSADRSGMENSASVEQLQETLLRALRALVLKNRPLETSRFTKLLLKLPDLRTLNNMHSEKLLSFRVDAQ
PLCb3 inh = inhibitors of human phospholipase C beta3. Purified PLC-beta3, fluorogenic substrate, fluorescence. inhibition, % at 12.2 µM. 370,000 tested, 0.18% active. AID 720704; in the data active means inhibition above about 11%;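 further: 0% = median of compound wells on plate and 100% = full blocker control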
ASAP1 inh = inhibitors of human ASAP1 ArfGAP activity. Q9ULH1. ASAP1-stimulated ARF1 GTP hydrolysis, GDP FP detection. inhibition, % at 16.5 µM. 360,000 tested, 0.19% active; in the data active means inhibition above about 25%;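 further: 0% = vehicle with enzyme and substrate and 100% = no enzyme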
sPLA2-III inh = Inhibits HGIII-sPLA2 liposome hydrolysis, primary screen. Q9NZ20. QFRET BODIPY PC-A2 liposome hydrolysis, fluorescence. inhibition, % at 12.2 µM. 370,000 tested, 0.56% active;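 active means inhibition above mean plus 3 SD of compounds lying within the high and low control bounds, cut at about 19% in these data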;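 further: 0% = median of test compound wells and 100% = no enzyme DMSO wells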
proKLK7 act = activates the human kallikrein-7 zymogen; P49862; purified proKLK7, EDANS-DABCYL substrate fluorescence; 100% is mature enzyme control, 0% vehicle; activation, % at 7 µM; 370,000 tested, 0.9% active;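 active means activation above the mean of all tested compounds plus 3 SD, computed per campaign excluding outliers beyond control limits, cut at about 13% in these data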
Target sequence (P49862 whole entry, looked up): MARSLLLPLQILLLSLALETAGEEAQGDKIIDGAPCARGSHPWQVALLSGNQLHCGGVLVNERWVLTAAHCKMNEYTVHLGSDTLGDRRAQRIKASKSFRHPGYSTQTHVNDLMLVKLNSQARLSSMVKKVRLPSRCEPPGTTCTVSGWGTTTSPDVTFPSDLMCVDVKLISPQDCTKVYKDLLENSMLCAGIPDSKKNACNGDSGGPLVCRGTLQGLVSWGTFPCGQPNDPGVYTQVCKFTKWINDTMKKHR
ARFGAP1 inh = inhibitors of rat ARFGAP1 | 360,000 tested, 0.26% active | Arfgap1-stimulated ARF1 GTP hydrolysis, GDP FP detection | Q62848 | inhibition, % at 16.5 µM;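 active means inhibition above a per-plate limit, mean inhibition of low control wells plus 3 SD, cut at about 25% in these data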;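 further: 0% = DMSO wells with enzyme and 100% = wells lacking Arfgap1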
Target sequence (Q62848 1-136 limits assumed): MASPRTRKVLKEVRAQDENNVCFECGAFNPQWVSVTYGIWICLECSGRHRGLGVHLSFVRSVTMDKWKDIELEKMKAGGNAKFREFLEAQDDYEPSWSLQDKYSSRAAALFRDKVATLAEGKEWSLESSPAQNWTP
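Material: rat Arfgap1 catalytic domain, aa 1-136; also added: human ARF1(Δ1-17)-GTP substrate; compound dosing: one concentration, 16.5 µM, DMSO 1.26%; incubation: GTP hydrolysis reaction 2 h at 25 °C; measured by: Tracer-displacement fluorescence polarization with EDTA stop, 620/688 nm; evaluation: % inhibition from polarization; repeats: one replicate per compound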
DDE Tn6 FP inh = inhibitors of Tn6 peptide binding to human fibrin DD(E); inhibition, % at 8.3 µM; Fibrin DD(E) TRITC-Tn6 fluorescence polarization displacement; P02675; AID 720509; 370,000 tested, 0.21% active;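 active means inhibition above a per-campaign cutoff: mean of compounds within control limits plus 3 SD, cut at about 15% in these data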;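 further: 0% = median of all compound wells on the plate and 100% = blocking peptide control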
UHRF1 binding = blocks human UHRF1 binding to methylated DNA | Q96T88 | UHRF1 binding to methylated oligo, TR-FRET | inhibition, % at 4.4 µM | 370,000 tested, 0.75% active | AID 687016; in the data active means inhibition above about 21%;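 further: UHRF1 SRA domain binding a hemimethylated CpG hairpin DNA probe; 0% = median of test compound wells and 100% = reference inhibitor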
Tn7 DDE FP = DD(E)-Tn7 binding inhibition, primary FP screen. P02675. FP displacement of FITC-Tn7 peptide from fibrin DD(E); 0% = median of compound wells per plate. inhibition, % at 8.3 µM. 370,000 tested, 0.13% active. AID 720508;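 active means inhibition above the mean of compounds falling within the control limits plus 3 SD of them, cut at about 14% in these data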;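 further: 0% = plate median of compound wells and 100% = 10 µM Aha-Tn7 peptide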
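Test system: human clot-derived fibrin DD(E) complex / Quantity: 2 µM final DD(E) protein / Incubation: 10 min plus 3 h, room temperature / Measured by: fluorescence polarization / Benchmarks: high control of 10 µM Aha-Tn7 peptide / Replicates: singlicate testing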
Starred values were filed as active, the others as inactive; i = inactive; · = no result given.

SMILES	PLCg1 inh	Rev-erbA mod	PLCb3 inh	ASAP1 inh	sPLA2-III inh	proKLK7 act	ARFGAP1 inh	DDE Tn6 FP inh	UHRF1 binding	Tn7 DDE FP
CCOc1ccc(N2C(=O)C3ON(c4ccccc4)C(c4cccs4)C3C2=O)cc1 (configuration not stated)	-3	2	-1	-3	2	0.2	10	-2	1	-3
Cc1ccc(OCC(=O)Nc2ccccc2C(=O)N2CCCC2)cc1	-2	-5	-7	-6	2	-0.5	-10	5	-1	-1
CCC(C(=O)Nc1ncccn1)(C(F)(F)F)C(F)(F)F	1	-3	1	-9	0	0.0	-5	6	-2	5
Cc1ccc(S(=O)(=O)NC(=O)C2(C)CCN2C(=O)C2(c3ccc(Cl)cc3)CCC2)nc1 (configuration not stated)	7	-4	6	8	4	-0.2	-2	-4	4	7
C/C(=N\Nc1c(F)c(F)c(Br)c(F)c1F)c1ccncc1	1	5	-4	6	0	0.0	1	-1	1	11
COc1ccc(Cl)cc1N=Cc1c(O)cc(C)oc1=O	0	-1	-12	-3	5	-0.4	12	0	5	-1
CCCCn1c(N)c(N(C)C(=O)c2ccc(-n3cccn3)cc2)c(=O)[nH]c1=O	-3	8	-8	0	-1	0.2	-3	-6	0	-3
CC(C)(C)c1ccc(C(=O)O/N=C(\N)c2ccccn2)cc1	-1	-2	-10	-9	5	0.3	5	-2	4	-3
CCOC(=O)C1=NNC2(CC(=O)N(c3cccc(C)c3)C2=O)C1 (configuration not stated)	5	3	-9	4	0	0.4	-4	2	8	1
CC(=O)c1cccc(NS(=O)(=O)c2ccc3c(c2)N(C(C)=O)CCO3)c1	5	-3	-3	2	2	-0.3	-6	2	-2	-1
Cc1ccn2c(C(=O)NNC(=O)Nc3ccc(Cl)cc3)c(C)nc2c1	-2	-1	-10	11	10	0.4	18	-16	2	-2
CCOc1ccc(/C=C2\SC(=S)N(CCC(=O)Nc3ccccc3C(=O)O)C2=O)cc1	3	-16	-3	3	-10	0.6	0	-1	-1	-8
Cc1cc(C)n(C(=O)CCCCCC(=O)n2nc(C)cc2C)n1	2	-1	-1	0	-1	0.1	0	-2	-1	1
O=C(NCc1ccccc1)C(=O)NCC1OCCN1S(=O)(=O)c1ccc([N+](=O)[O-])cc1 (configuration not stated)	3	-2	2	-5	-9	0.3	2	-2	-2	-2
O=C(CN(c1ccccc1)S(=O)(=O)c1ccccc1)NCCSCc1ccco1	0	-27	2	3	3	-0.2	-8	4	-1	2
CCN(CC)Cc1c(O)ccc2c(-c3ccccc3)cc(=O)oc12	i	6	i	6	0	22*	9	0	-4	0
CC(/C=N/NC(=O)c1cccnc1)=C\c1ccco1	-8	2	-7	8	0	0.0	-11	3	-3	5
CC(NC(=O)c1cc(S(=O)(=O)N2CCOCC2)ccc1F)c1ccc(-n2ccnc2)cc1 (configuration not stated)	-6	1	-10	6	9	-0.1	-6	-4	7	0
CCN1CCN(C(C(=O)NC2CCCCC2)c2cc3ccccc3o2)CC1 (configuration not stated)	-2	3	-3	-2	2	-0.1	-1	7	1	-1
CCCCn1c(N)c(N(CCOC)C(=O)c2ccc3c(c2)C(=O)N(c2cc(C)ccc2C)C3=O)c(=O)[nH]c1=O	-2	0	-8	1	-1	0.1	4	-1	-1	4

Results in ARFGAP1 inh, Tn7 DDE FP and proKLK7 act, for some of the entries so far:
compound	ARFGAP1 inh	Tn7 DDE FP	proKLK7 act
CCOc1ccc(/C=C2\SC(=S)N(CCC(=O)Nc3ccccc3C(=O)O)C2=O)cc1	0	-8	0.6
Cc1cc(C)n(C(=O)CCCCCC(=O)n2nc(C)cc2C)n1	0	1	0.1
O=C(NCc1ccccc1)C(=O)NCC1OCCN1S(=O)(=O)c1ccc([N+](=O)[O-])cc1 (configuration not stated)	2	-2	0.3

Next results:
SMILES	PLCg1 inh	Rev-erbA mod	PLCb3 inh	ASAP1 inh	sPLA2-III inh	proKLK7 act	ARFGAP1 inh	DDE Tn6 FP inh	UHRF1 binding	Tn7 DDE FP
CSc1ccc(CNCCCN(C)C)cc1	0	-7	1	-4	4	0.1	-3	2	2	1
O=C1CC(N(O)c2ccccc2)C(=O)N1c1cc(Cl)cc(Cl)c1 (configuration not stated)	-19	-2	-25	6	-5	48*	-1	9	-9	-5
Cn1c(N/N=C2\CCCc3ccccc32)nc2c1c(=O)n(Cc1ccc(F)cc1)c(=O)n2C	1	-28	2	7	4	-0.6	-4	3	-4	3
O[C@H](COc1ccc(F)cc1)CN1CCC(C(O)(c2ccccc2)c2ccccc2)CC1	4	3	1	·	-8	0.3	·	1	1	-2
CCN1CCN(Cc2ccc(NC(=O)c3cc(NC(=O)c4cncc(-c5ccc(C#N)cc5)c4)cc(OC)c3)cc2C(F)(F)F)CC1	-16	4	-27	57*	-20	-1.3	67*	11	-1	8
COC(=O)C1(Cc2ccccc2)NC(c2ccc(F)cc2)C2C(=O)N(C)C(=O)C21 (configuration not stated)	1	-3	2	9	2	0.2	-1	-6	2	-7
Cc1ccc(C)c(C(=O)CCC(=O)N2CCN(c3ncccn3)CC2)c1	-1	-9	-6	0	3	0.2	3	-4	-3	9
COc1ccc(NC(=O)CN(C)CC(=O)NC2CCCCC2C)cc1 (configuration not stated)	-1	3	-1	-9	-1	-0.4	-4	5	6	-4
CN(C)c1ccc(-c2cc([C@H]3[C@@H]4C=CCC[C@@]4(C)C(=O)N3Cc3ccccc3)ccc2F)cc1	-1	6	-4	0	5	-4.0	4	-1	-1	-9
COC(=O)c1ccc(C(c2c(C)[nH][nH]c2=O)c2c(C)[nH][nH]c2=O)cc1	7	2	-2	3	-20	0.3	2	-3	-6	-6
Cc1nnc(NC(=O)C23CC4CC(CC(C4)C2)C3)s1	-1	-2	-1	4	-1	-0.6	10	11	-1	-3
CCC(C)NC(=O)CN1C(=O)NC2(CCOc3ccccc32)C1=O (configuration not stated)	1	-1	-10	11	14	0.6	4	-1	3	3
CN(CC1CCCN(CCc2ccc(F)cc2)C1)C(=O)CCC(F)(F)F (configuration not stated)	-1	-12	-4	-14	0	0.0	13	1	1	6
OC(c1ccc(F)c(F)c1)c1ncc(-c2ccccc2F)[nH]1 (configuration not stated)	3	7	2	-5	6	-0.4	2	-4	0	3
COCCNC(=O)CCCn1c(=O)c2cc(OC)c(OC)cc2n(CC(=O)Nc2ccc(F)cc2)c1=O	1	1	-16	8	2	0.3	11	-6	8	5
C=CCNC(=O)CN1c2cccc3cccc(c23)S1(=O)=O	-233	9	-292	3	-4	13*	-7	10	-4	2
CCCCC#Cc1ccc(C(=O)NNC(=O)Nc2cc(Cl)cc(Cl)c2)o1	-2	-5	-4	12	-8	0.1	-2	-4	1	2
O=C(C1=C[C@H](c2ccc(Br)cc2)C[C@H](OCCCCO)O1)N1CCN(Cc2ccccc2)CC1	-1	1	0	7	-15	0.7	-4	-4	-4	-7
CSc1sc(C#N)c2c1/C(=N\O)CCC2	0	3	-7	14	-1	0.2	20	-2	-1	2
C=CCNC(=S)NNC(=O)c1csc(CC)c1	3	-6	6	1	15	-0.3	-4	5	0	-1
N#Cc1nc(COc2ccc(Cl)cc2)oc1N1CCCCCC1	5	-6	2	-2	-1	0.2	-8	-4	0	-3
COCC(C)n1c(SCC(=O)N2CCOCC2)nc2ccccc2c1=O (configuration not stated)	1	-9	-5	3	0	0.8	6	6	-2	0
CCOC(=O)CN(C(=O)CSc1nnc(-c2cccc(OC)c2)o1)c1ccc(F)cc1	-2	-2	0	-8	-15	0.4	9	2	0	6
Cc1ccc(Nc2nc(N)nc(CN3CCN(Cc4ccc5c(c4)OCO5)CC3)n2)cc1	2	-5	0	10	-4	0.1	-1	-1	0	-8
O=C(Nc1cccc(Cl)c1)c1cc(S(=O)(=O)N2CCOCC2)cs1	4	2	0	8	5	-0.3	4	1	2	1
CCOc1ccc(CCNC(=O)COC(=O)c2c(OC)cccc2OC)cc1OCC	7	2	-11	-11	9	0.1	3	-4	3	-5
CC1(C)CC(N2CCN(CCO)CC2)=CC(=S)N1	-9	-4	-20	17	3	-0.2	-5	4	-5	1
FC(F)(F)C1=CC(c2ccc(Br)cc2)=NCCN1	3	-3	0	4	-6	-0.1	7	-2	-3	9
COc1ccc(CCN2CNc3c(c(=O)n(C)c(=O)n3C)C2)cc1	-4	2	0	-5	-2	0.0	-3	1	-3	0
CC(C)C(OC(=O)c1cc2occc2n1C)C(=O)NCc1ccc2c(c1)OCO2 (configuration not stated)	-2	-3	-2	2	-11	-0.7	-8	0	-3	3
Cc1ccc(S(=O)(=O)N2CCCCC2)cc1NC(=O)CCc1nc2ccccc2c(=O)[nH]1	-22	6	-34	-19	7	-0.2	-4	5	-4	1
CCOC(=O)C1CCN(c2ccc([N+](=O)[O-])cc2)CC1	2	9	2	-9	4	-0.2	-4	4	-4	-3
C/C(CCC(C)C)=N\NC(=S)Nc1cc(S(=O)(=O)N2CCOCC2)ccc1N1CCOCC1	-2	3	-4	2	-1	0.9	0	7	0	-3
CNC[C@@H]1Oc2c(NC(=O)Nc3ccc(F)cc3)cccc2C(=O)N([C@H](C)CO)C[C@@H]1C	3	-3	3	5	-9	-0.2	2	-1	1	-8
C=C1CCC(N(O)c2cc(C)on2)C(=C)CCC2C1CC2(C)C (configuration not stated)	2	-2	2	-3	-3	0.2	1	-5	-3	-6
O=C(O)c1ccc(-c2ccc(OS(=O)(=O)c3ccccc3F)cc2)cc1	1	-3	-4	-10	-6	-0.4	-1	0	-1	1
COc1ccc(C(CNC(=O)c2oc3ccccc3c2C)N2CCCC2)cc1 (configuration not stated)	-14	3	-21	-2	-6	-0.1	7	10	1	3
COc1ccc(-c2[nH]ncc2CNCCCSC)cc1F	5	1	2	5	2	0.5	7	5	1	-10
CCOC(=O)C1=C(COC(=O)C2(C)CC2(Cl)Cl)NC(=O)NC1c1ccccc1 (configuration not stated)	0	-3	-3	0	3	-0.3	11	9	29*	6
CC(C)NC(=O)NS(=O)(=O)c1cnccc1NC1CC2CCC1C2 (configuration not stated)	-3	0	1	2	6	0.8	0	2	0	1
COc1ccc(C(=O)c2cc(C(C)=O)c(Nc3ccccc3)s2)cc1	-7	-1	-5	0	-3	-0.5	0	2	3	1
COc1cc(CNC(=O)c2cc(-c3cc(OC)ccc3Cl)n[nH]2)cc(OC)c1	1	-2	5	0	-10	0.5	12	-6	-4	-7

One compound at a time, as listed above. Screens in order: PLCg1 inh | Rev-erbA mod | PLCb3 inh | ASAP1 inh | sPLA2-III inh | proKLK7 act | ARFGAP1 inh | DDE Tn6 FP inh | UHRF1 binding | Tn7 DDE FP
`CC(C)NC(=O)NS(=O)(=O)c1cnccc1NC1CC2CCC1C2` (configuration not stated) across the screens: -3 | 0 | 1 | 2 | 6 | 0.8 | 0 | 2 | 0 | 1
`C=C1CCC(N(O)c2cc(C)on2)C(=C)CCC2C1CC2(C)C` (configuration not stated) across the screens: 2 | -2 | 2 | -3 | -3 | 0.2 | 1 | -5 | -3 | -6
`CNC[C@@H]1Oc2c(NC(=O)Nc3ccc(F)cc3)cccc2C(=O)N([C@H](C)CO)C[C@@H]1C` across the screens: 3 | -3 | 3 | 5 | -9 | -0.2 | 2 | -1 | 1 | -8
